Assay outcomes (PubChem)
COUP-TFII inh: inhibitors of human COUP-TFII (NR2F2). HEK293T NGFI-A luciferase reporter, luminescence. actives 0.7% (n = 370,000). inhibition, % at 8.6 µM;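 active means inhibition above a per-plate cutoff, mean inhibition of test wells between control levels plus 3 SD, cut at about 38% in these data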;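 further: cells cotransfected with COUP-TFII expression vector driving the NGFI-A reporter; 0% = median of COUP-TF2 test wells and 100% = reporter-only cells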
SRC1 inh: inhibitors of human steroid receptor coactivator 1 (SRC1). Q15788. inhibition, % at 3.6 µM. HEK293 GAL4-SRC1 luciferase reporter, luminescence. actives 0.12% (n = 360,000);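 active means inhibition above the campaign mean plus 3 SD, with each screening campaign given its own cutoff, cut at about 60% in these data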;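 further: 0% = DMSO treated cells and 100% = gossypol at 36 µM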
NCOA2 inhibitor: inhibits human steroid receptor coactivator 2; HEK293 GAL4-SRC2 luciferase reporter, luminescence; inhibition, % at 9 µM; actives 0.17% (n = 370,000); AID 651957;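 active means inhibition above the mean inhibition of all tested compounds plus 3 SD, set per campaign, cut at about 52% in these data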;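 further: 0% = DMSO treated cells and 100% = cells given Gossypol at 36 µM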
Target sequence (Q15596 whole entry, looked up, the tested form may be a part): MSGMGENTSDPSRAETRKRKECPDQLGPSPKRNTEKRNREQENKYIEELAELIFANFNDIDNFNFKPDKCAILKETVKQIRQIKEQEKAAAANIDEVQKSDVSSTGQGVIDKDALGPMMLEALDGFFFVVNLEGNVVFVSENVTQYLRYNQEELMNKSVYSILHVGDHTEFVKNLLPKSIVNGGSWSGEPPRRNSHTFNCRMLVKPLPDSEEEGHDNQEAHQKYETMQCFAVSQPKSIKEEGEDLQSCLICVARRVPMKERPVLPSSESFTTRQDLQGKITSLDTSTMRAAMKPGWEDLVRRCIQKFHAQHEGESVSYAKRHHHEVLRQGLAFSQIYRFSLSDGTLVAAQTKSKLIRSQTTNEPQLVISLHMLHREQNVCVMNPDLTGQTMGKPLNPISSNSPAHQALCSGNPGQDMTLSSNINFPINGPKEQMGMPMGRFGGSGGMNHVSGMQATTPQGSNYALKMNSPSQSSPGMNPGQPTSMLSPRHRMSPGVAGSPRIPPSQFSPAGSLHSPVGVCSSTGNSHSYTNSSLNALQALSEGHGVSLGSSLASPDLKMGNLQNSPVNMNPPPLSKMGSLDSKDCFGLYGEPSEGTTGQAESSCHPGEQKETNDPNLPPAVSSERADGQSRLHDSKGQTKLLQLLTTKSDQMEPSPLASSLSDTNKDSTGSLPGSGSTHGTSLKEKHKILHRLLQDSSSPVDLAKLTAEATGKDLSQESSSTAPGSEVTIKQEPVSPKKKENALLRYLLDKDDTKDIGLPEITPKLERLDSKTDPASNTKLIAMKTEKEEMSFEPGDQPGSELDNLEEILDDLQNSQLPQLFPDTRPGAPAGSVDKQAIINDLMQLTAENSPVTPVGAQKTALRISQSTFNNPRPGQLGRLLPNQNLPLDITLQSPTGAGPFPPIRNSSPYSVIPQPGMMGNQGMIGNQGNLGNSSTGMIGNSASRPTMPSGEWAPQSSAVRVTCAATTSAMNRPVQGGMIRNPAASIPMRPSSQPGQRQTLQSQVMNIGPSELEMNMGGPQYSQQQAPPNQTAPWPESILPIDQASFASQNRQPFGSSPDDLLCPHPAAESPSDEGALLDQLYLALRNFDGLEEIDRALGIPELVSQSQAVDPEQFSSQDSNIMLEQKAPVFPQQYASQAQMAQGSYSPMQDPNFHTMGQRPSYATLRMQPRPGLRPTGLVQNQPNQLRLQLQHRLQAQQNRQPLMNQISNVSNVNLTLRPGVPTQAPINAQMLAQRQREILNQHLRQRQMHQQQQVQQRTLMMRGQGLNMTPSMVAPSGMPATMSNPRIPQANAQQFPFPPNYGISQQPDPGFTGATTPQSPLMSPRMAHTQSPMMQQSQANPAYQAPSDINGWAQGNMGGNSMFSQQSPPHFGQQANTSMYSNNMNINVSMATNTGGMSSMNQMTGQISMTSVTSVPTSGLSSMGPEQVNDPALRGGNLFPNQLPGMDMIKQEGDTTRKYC
TROY signal inh: inhibitors of TROY-dependent NF-kB signaling | actives 0.98% (n = 360,000) | inhibition, % at 10 µM | Q293 LMP1-TROYcd NF-kB luciferase reporter, 4 h;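 active means compounds whose plate-normalised and pattern-corrected inhibition of the luciferase reporter signal at the single screening dose is 50% or more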
TRAIL sens C8: caspase-8 TRAIL sensitization. NB7+C8 cells + TRAIL, ATPlite viability luminescence. inhibition (viability loss, TRAIL sensitization), % at 10 µM. actives 1% (n = 360,000). AID 624354;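 active means compounds causing at least 50% loss of cell viability in the single-dose screen, relative to plate controls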
SRC3 inh: inhibits human SRC3 coactivator; HEK293 GAL4-SRC3 luciferase reporter, luminescence; Q9Y6Q9; inhibition, % at 3.6 µM; actives 0.17% (n = 360,000);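 active means inhibition above a per-campaign cutoff, the mean of all compounds plus 3 SD, cut at about 60% in these data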;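 further: 0% = DMSO-treated cells and 100% = gossypol-treated cells at 36 µM; higher means less SRC3-driven luciferase light from the GAL4 reporter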
Vif imaging: inhibitors of HIV Vif; AID 602346; inhibition, % at 7.49 µM; HEK293T cells, Vif self-association by quenched fluorescence, imaging, 24 h; actives 0.35% (n = 340,000); in the data active means inhibition above about 50%, passing the limit was not always enough; further: some results filed as inactive read as strong as hits
EBV LMP1 NFkB: inhibitors of Epstein-Barr LMP1-induced NF-kappaB reporter | LMP1-induced NF-kappaB luciferase reporter cells, luminescence | inhibition, % at 12.5 µM | actives 0.69% (n = 350,000) | AID 504558; in the data active means inhibition above about 41%;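 further: 0% = neutral control wells and 100% = reference inhibitor control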
NR5A2 inv ag: suppresses constitutive activity of human LRH-1; O00482; HEK293T StAR-luciferase reporter, LRH-1 transfected, 24 h; inhibition, % at 3.6 µM; actives 0.13% (n = 360,000); AID 602396;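 active means inhibition above the mean inhibition of all tested compounds plus 3 SD, cut at about 73% in these data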;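 further: 0% = DMSO wells and 100% = reporter-only cells lacking LRH-1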
TLR9-MyD88 inh: TLR9-MyD88 interaction inhibition; Q9NR96+Q99836; CHO BLA complementation TLR9-MyD88, CCF4 FRET ratio; inhibition, % at 4.98 µM; actives 0.21% (n = 340,000); AID 504734;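 active means inhibition above the mean over all tested compounds plus 3 SD, cut at about 21% in these data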;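 further: 0% = DMSO only wells and 100% = clavulanate BLA inhibitor control wells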
NOD2 RIPK2 PPI: NOD2-RIPK2 protein interaction inhibition | CHO BLA complementation NOD2-RIPK2, CCF4 ratio | actives 0.38% (n = 360,000) | inhibition, % at 4.98 µM | AID 624267 | O43353; in the data active means inhibition above about 21%;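 further: 0% = vehicle only and 100% = reference blocker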
An asterisk follows results filed as active; . = no result given. This is a subset, so the mix of outcomes need not match the whole.

canonical_smiles,COUP-TFII inh,SRC1 inh,NCOA2 inhibitor,TROY signal inh,TRAIL sens C8,SRC3 inh,Vif imaging,EBV LMP1 NFkB,NR5A2 inv ag,TLR9-MyD88 inh,NOD2 RIPK2 PPI
COc1ccccc1C1CC(c2ccc(NS(C)(=O)=O)cc2)=NN1C(=O)c1ccccc1 (stereo unspecified),-27.9,-13.9,9.7,-0.8,-1.5,19.1,-2.1,3.4,14.7,-0.2,-0.8
CCOc1cc(/C=N/NC(=O)COc2ccc(Cl)cc2)ccc1OS(=O)(=O)c1ccccc1,24.3,0.7,8.9,26.7,15.8,13.5,-9.5,-0.9,8.6,-1.4,-10.8
CCc1nc2ccc(C(=O)N3CCCCC3)cn2c1N(C)CCCc1ccccc1,16.1,-0.6,-20.5,-3.2,-9.6,10.8,10.6,.,-21.1,.,2.1
N#CC1=C(SCc2ccccc2)NC(=O)CC1c1ccccc1 (stereo unspecified),-1.3,-25.2,1.4,6.4,-2.3,-17.5,-4.0,-6.8,-3.9,5.8,-1.8
COc1ccccc1/C=C/C=c1\sc2nc(=O)c(Cc3ccccc3)nn2c1=O,-6.9,5.2,9.0,-6.1,4.8,16.3,1.4,-3.4,-9.2,-0.1,-1.9
Cc1ccc(NC(=O)COCC(=O)Nc2ccc(C)cc2)cc1,-5.7,9.7,3.5,2.9,0.7,-17.6,6.5,-3.6,9.9,-8.2,-0.1
O=C(c1ccc(OC2CCN(C/C=C/c3ccc(F)cc3)CC2)cc1)N1CCCCC1,18.6,-18.1,-7.3,-10.5,10.8,15.5,.,5.3,7.1,1.1,7.0
COc1ccc(-n2cnc3scc(-c4ccc(OC)c(OC)c4)c3c2=O)cc1,13.1,15.0,12.0,7.5,-2.7,14.0,7.1,-17.2,-2.5,4.0,-5.3
COc1ccccc1N1C(=O)CC(N2CCc3ccccc32)C1=O (stereo unspecified),-11.1,-67.6,-17.5,-52.8,-19.5,6.1,-1.6,7.2,-3.8,-1.9,-6.7
COc1ccc(N(C(=O)/C=C/c2ccccc2)C2=CC3CCC(C2)N3C)cc1 (stereo unspecified),9.4,17.2,-19.2,-8.3,5.0,20.0,-2.5,-9.3,2.1,3.5,-5.0
COC(=O)c1sccc1NC(=O)Nc1cccc(OC)c1,-26.8,-13.1,-43.0,-51.0,0.4,-12.7,-2.4,-5.9,-6.2,1.3,-5.2
Nc1cccc(C2=Nc3cccc4cccc(c34)N2)c1,-2.3,-9.3,18.8,9.4,6.0,-7.4,-2.3,-3.2,4.7,3.8,4.4
CCCCN(CC)C(=O)c1oc2ccc(S(=O)(=O)N3CCCC3)cc2c1C,-1.1,-11.6,16.7,11.7,-26.5,-0.8,-21.5,-4.4,10.0,14.8,-8.1
COC(=O)C1=C(C)N(CCCC(=O)O)C(=O)NC1c1ccc([N+](=O)[O-])cc1 (stereo unspecified),6.7,6.7,-1.7,-5.5,-12.8,-9.4,.,2.1,7.6,-5.5,-3.1
CCc1ccccc1NC(=O)CCC(=O)c1cccs1,22.7,-3.0,-15.2,-3.8,0.8,16.1,.,-7.4,-12.7,4.8,3.5
NS(=O)(=O)c1cccc(NC(=S)NCc2ccc3c(c2)OCO3)c1,19.6,12.1,-33.3,11.0,-4.6,21.7,-2.0,2.9,1.5,-0.3,-7.4
Cc1ccc(OCc2ccc(C(=O)Nc3cc(C)on3)o2)c([N+](=O)[O-])c1,7.3,-3.6,-3.5,-6.6,8.2,-29.2,6.9,-4.5,-19.9,-15.8,-9.6
Cc1c(C=NCCOCc2ccccc2)cnn1C,-0.5,-4.4,-25.8,-5.1,-4.8,5.2,-1.9,-5.8,5.0,0.8,4.7
CC1(C)CC(O)CC(C)(C)N1CC(O)COCCOc1ccc(Br)cc1 (stereo unspecified),-1.6,0.1,0.3,5.3,-1.0,3.9,-2.0,0.7,-18.6,-8.3,-5.3
COCOCCn1cc(CN2CCS(=O)(=O)N(Cc3ccc(-c4cccc(CO)c4)cc3)C(CC(C)C)C2=O)nn1 (stereo unspecified),10.1,-17.5,0.9,0.7,-11.6,-3.8,-1.8,-2.0,-5.8,-2.0,-13.0
CCOc1ccc(OCCC(=O)N2CCc3cc(OC)c(OC)cc3C2)cc1,23.2,-3.6,-12.6,2.6,-14.0,7.3,8.4,8.0,2.3,-7.4,-11.7
CC(C)(C)NC(=S)NCc1ccncc1,4.2,7.7,-18.7,8.4,-9.0,7.6,.,2.5,-1.3,-3.8,-4.4
COc1ccc(Cn2nnc3ccccc32)cc1,4.1,-3.5,0.9,8.6,-5.8,9.6,-6.4,-6.2,3.6,5.1,-12.3
CC(=NNc1nc2ccccc2s1)c1ccncn1,-10.2,-71.4,0.5,-9.0,24.4,-35.0,-9.5,68.1*,-32.5,-1.4,2.6
CC(=O)n1cc(/C=C2/N=C(c3ccccc3)OC2=O)c2ccccc21,7.4,-2.7,14.3,-1.5,21.8,5.3,-13.0,0.5,2.8,4.0,-3.8
COc1cc(C(=S)N2CCCC2)cc(Cl)c1OCC(=O)Nc1ccc(C)cc1C,-5.1,-51.9,-29.8,7.9,-7.5,12.4,-6.5,6.3,19.9,2.7,7.1
CCN(C(N)=S)c1ccccc1,-7.8,-10.2,-13.7,-4.1,-0.3,14.5,6.9,-6.2,3.7,2.9,-5.2
OC1CCCN(Cc2ccc3ccc4cccc5ccc2c3c45)C1 (stereo unspecified),-25.1,4.8,-40.8,-62.4,0.1,7.7,-4.8,-24.4,-0.6,3.5,-0.1
C#CCOCCOCCOCCNc1nc(N2CCN(C(=O)[C@H]([C@@H](C)O)n3cc(CCCCN)nn3)CC2)nc(N2CCN(C(=O)[C@H](CCCCN)n3cc(CC(C)O)nn3)CC2)n1 (stereo partly specified),4.0,-4.5,-4.1,-6.2,2.1,16.4,-1.7,-0.6,7.2,-3.0,0.8
CC[C@@]1(C(=O)OC)N[C@H](CN(C)C(=O)NC(C)C)[C@@H]2C(=O)N(Cc3ccccc3)C(=O)[C@@H]21,11.0,-1.1,-5.8,-5.2,-12.1,-4.3,-1.5,0.6,-5.4,11.6,1.3
CCCN(CC(=O)Nc1ccc(Cl)cc1Cl)C(=O)/C=C/c1ccco1,-7.5,-30.9,-23.5,-76.6,7.1,-41.4,1.2,-31.5,-36.9,5.2,-9.0
CCCNC(=O)C1(C)CCN(C(=O)c2ccc3c(c2)CCO3)C1 (stereo unspecified),10.2,-8.2,-31.6,-0.4,-9.6,-5.0,12.2,.,14.2,.,-3.6
Cc1ccc(OCC(=O)NC2CC(C)(C)NC(C)(C)C2)c(C)c1,-7.6,1.6,-7.6,-1.1,1.9,8.5,-3.6,1.4,-3.7,-3.7,-9.2
COc1ccc(N2CCN(C(=O)CSc3nnc(-c4cc5ccccc5cc4O)n3C)CC2)cc1,28.6,-12.1,-13.3,30.2,2.0,19.7,-4.8,12.0,41.4,-9.1,-6.8
COc1ccc(-c2csc(COC(=O)C(C)(C)C)n2)cc1,-10.8,-21.2,3.7,-45.1,-4.1,-36.0,5.0,-0.7,-4.8,0.9,-4.0
COc1ccccc1NC(=O)c1ccc(NC(=O)COC(=O)C2CC2C)cc1 (stereo unspecified),-3.8,1.1,-3.7,24.7,1.6,25.1,1.4,-7.3,7.7,2.9,-2.8
COc1ccc(S(=O)(=O)N2CCOCC2)cc1NC(=O)c1cccc2c(=O)c(C)c(-c3ccccc3)oc12,10.3,6.2,-18.7,7.6,17.6,17.4,-14.9,4.9,-2.7,-1.1,-4.3
CC1CC(C)CN(S(=O)(=O)N2CCCC(C(=O)NC3CCCCC3)C2)C1 (stereo unspecified),-8.9,-2.7,-16.7,-3.1,1.0,-1.8,2.4,-10.4,11.2,5.1,-14.9
O=C(COC(=O)c1cc(NS(=O)(=O)c2cccs2)ccc1O)Nc1ccc(F)c(F)c1F,9.1,-0.3,-6.5,8.7,-5.3,5.7,6.5,-3.4,28.1,6.1,2.6
O=S(=O)(c1ccc(F)cc1)N1CCN(CC2CC3C=CC2C3)CC1 (stereo unspecified),1.7,6.7,9.9,1.9,-10.3,2.5,-1.7,-6.2,10.8,7.2,-8.8

Pulled by structure from the entries so far (two):
canonical_smiles,COUP-TFII inh,SRC1 inh,NCOA2 inhibitor,TROY signal inh,TRAIL sens C8,SRC3 inh,Vif imaging,EBV LMP1 NFkB,NR5A2 inv ag,TLR9-MyD88 inh,NOD2 RIPK2 PPI
COc1ccc(N2CCN(C(=O)CSc3nnc(-c4cc5ccccc5cc4O)n3C)CC2)cc1,28.6,-12.1,-13.3,30.2,2.0,19.7,-4.8,12.0,41.4,-9.1,-6.8
O=C(COC(=O)c1cc(NS(=O)(=O)c2cccs2)ccc1O)Nc1ccc(F)c(F)c1F,9.1,-0.3,-6.5,8.7,-5.3,5.7,6.5,-3.4,28.1,6.1,2.6

The list continues.
canonical_smiles,COUP-TFII inh,SRC1 inh,NCOA2 inhibitor,TROY signal inh,TRAIL sens C8,SRC3 inh,Vif imaging,EBV LMP1 NFkB,NR5A2 inv ag,TLR9-MyD88 inh,NOD2 RIPK2 PPI
O=C(CN(C(=O)c1csnn1)c1ccc(F)c(Cl)c1)NCc1ccc2c(c1)OCO2,2.8,-16.4,-19.8,-25.6,11.9,-32.2,-1.6,-6.7,12.0,-14.7,-5.8
C=CCOc1ccccc1CN1CCC(Cc2ccccc2)CC1,14.9,7.9,41.2,-6.6,16.6,-1.1,-7.6,11.0,18.9,-11.3,-4.8
Cc1cccc(C(=O)NCC(=O)N2CCOCC2)c1,4.0,-16.3,-6.2,-13.7,-6.8,-5.3,.,0.9,-7.1,12.8,-0.3
CCOC(=O)[C@]12CCCC=C1N(Cc1cccc3ccccc13)C(=O)[C@H](CC(=O)N1CCCC1)C2,10.0,.,18.5,-16.1,1.2,.,.,.,-11.6,.,3.8
CCOc1ccc(/C=N/NC(=O)c2ccc(O)cc2)cc1CN1CC2CC(C1)c1cccc(=O)n1C2 (stereo unspecified),-37.8,-17.1,-36.4,-28.4,-0.5,-21.2,1.7,5.3,-23.4,2.8,1.7
CCC(COC)Oc1cc(NCc2ccccc2)c2ncn(C(C)C)c2c1 (stereo unspecified),8.7,7.9,-16.0,30.1,57.8*,4.2,-28.1,9.4,1.8,-15.4,2.0
O=C(C1=C[C@@H](c2coc3ccccc3c2=O)C[C@@H](OCCCCO)O1)N1CCN(Cc2ccc3c(c2)OCO3)CC1,4.3,-13.9,-20.3,-1.1,2.1,-7.9,1.9,-4.1,6.0,-10.8,9.7
Cc1cccnc1NC(=O)CNC(=O)c1cccs1,0.9,-4.2,-6.3,-2.1,2.0,1.8,.,0.2,-13.4,-4.9,-6.0
CCOc1ccccc1N(CC(=O)NC1CCCCC1)S(=O)(=O)c1ccc(C)cc1,15.6,10.3,-4.0,-4.0,0.2,4.9,-30.2,2.4,1.3,-15.0,6.0
Cc1nn(C)c(Cl)c1CN1CCCC(CCC(=O)NCc2ccccc2F)C1 (stereo unspecified),12.8,4.2,-0.4,1.6,8.3,17.1,-2.1,3.9,10.0,-2.4,0.6
CCOC(=O)c1ccc(S(=O)(=O)Nc2cc(S(=O)(=O)Nc3ccc(OC)cc3)ccc2O)cc1,6.8,5.7,9.4,3.9,-6.6,-12.6,-0.3,-3.0,-11.2,0.7,-4.2
